Yfh1-off respiration: enhancers of respiration in Yfh1-depleted yeast, dose response, Friedreich's ataxia, plus single-dose screen (AID 1465) | S. cerevisiae Yfh1-off respiration, WST-1 reduction, 72 h; higher fold induction means a stronger effect | fold induction at 50 µM, or EC50 in µM where a hit was titrated | 0.074% of 220,000 active;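 active means fold induction of absorbance versus untreated yeast above a set limit, then at least 30% activation at any dose in follow-up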;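 further: activators that raise dye reduction in frataxin-depleted yeast; strong numbers were not always called active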
WT yeast gro inh: growth inhibition of WT strain, primary screen, mitochondrial fusion inhibitor project, WT and mutant strains, chemical genetic; mitochondrial fusion phenotypic screen; inhibition, % at 10 µM; 2.1% of 190,000 active; in the data active means inhibition above about 58%; tested in S. cerevisiae
MT stabilizer: microtubule stabilizers in HeLa cells, primary screen, imaging, high-content imaging | % tubulin-high responders, % at 10 µM | HeLa tubulin immunostaining HCS, 24 h; share of cells brighter than vehicle mean+2SD | 0.83% of 200,000 active;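 active means plate Z-score above 3 for both tubulin-high and condensed-nucleus cell shares, with cell loss under 80%, at 10 µM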;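 further: anti alpha tubulin signal scored within the nucleus-defined area of each cell; some results filed as inactive read as strong as hits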
Autophagy HCS: autophagy modulators in MEF cells, primary screen, imaging, high-content, MEF GFP-LC3; 0.98% of 190,000 active; MEF GFP-LC3 puncta imaging; test concentration mostly 10 µM; calls only at 10 µM (by protocol);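 active means percentage of spot-positive cells more than 3 SD above its plate mean, without a fluorescence outlier flag or 80% toxicity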;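 further: spot-positive cell cutoff set from DMSO-treated cells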
P. falciparum M1AAP: P. falciparum M1AAP inhibitors, biochemical, fluorogenic H-Leu-NHMec substrate, 1536-well (AID 1445). inhibition, % at 30 µM; hits with a dose series show IC50 in µM. recombinant M1AAP, H-Leu-NHMec fluorogenic kinetic assay; higher % means a stronger effect. Aminopeptidase N (Plasmodium falciparum (isolate 3D7)). 0.42% of 220,000 active;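 active means primary inhibition above the hit cutoff, then over 50% inhibition at one or more dose response concentrations, cut at about 23% in these data, passing the limit was not always enough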;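 further: plate controls were DMSO full reaction for no effect and no enzyme background for full effect; strong numbers were not always called active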
bCat nuc transl: modulators of beta-catenin nuclear translocation, primary screen, imaging, HeLa cells, immunofluorescence, high-content | nuclear translocation activity, % at 5 µM | 0.3% of 190,000 active | AID 1665, 2009;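 active means nuclear translocation activity above 50% at 5 µM, with a well cell count of 50 or more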;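 further: per-cell ratio of nuclear to cytoplasmic median beta-catenin stain intensity; plate controls were DMSO negative control for no effect and GSK-3 inhibitor IX positive control for full effect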
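Test system: human HeLa cell line; Doses: 5 µM primary, 0.02–20 µM confirmation; Incubation: 24 h compound exposure, 37°C; Detection: beta-catenin immunofluorescence imaging with DAPI; Read-out: beta-catenin nuclear/cytoplasmic ratio, % activation.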
T cell modulator: modulators of CD8 T cell-vesicle binding, primary screen, mouse 2C CD8+ T cells, flow cytometry; 2C CD8+ T cell-vesicle binding; hits give low values; calls only at 7 µM; 0.068% of 330,000 active;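 active means response, share of CD8 T cells binding vesicles, and their 90th percentile fluorescence all below set limits, cut at about 80% in these data, passing the limit was not always enough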
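System: murine 2C transgenic CD8+ T lymphocytes; also added: QL9-loaded Drosophila micro-vesicles; times: binding 1.5 h at 37 °C; measured by: flow cytometry, PE anti-B7-1 (FL2) versus Alexa647 anti-CD8 (FL8), PFA-fixed; control set: Peptide-free naked vesicles (low) and QL9 vesicles with 0.7% DMSO vehicle (high)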
Dynein cargo inh: inhibitors of GR-EGFP nuclear translocation, primary screen, dynein cargo transport inhibitor project, imaging, high-content, 3617.4 mouse cells; test concentration mostly 20 µM; stimulated with dexamethasone, 1 µM; hits give low values; AID 1381, 2008; z-score, hits read low; 0.47% of 220,000 active;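 active means plate z-score of nuclear minus cytoplasmic receptor signal below a set negative limit, without overly bright fluorescence or cell loss, cut at about -3.5 in these data, passing the limit was not always enough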;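 further: z-score of nuclear minus cytoplasmic ring GR-EGFP intensity difference per well; some compounds called inactive have numbers as strong as hits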
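Schedule: 48 h induction, then 1 h compound, then 30 min agonist, 37 °C. Buffer or medium: tetracycline-free induction medium containing charcoal-stripped FBS. Reagent: 1.0 µM final dexamethasone stimulus. Evaluation: nuclear versus cytoplasmic GR-EGFP signal, averaged per well. Signal: high-content fluorescence imaging after fixation.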
M17LAP inhibition: P. falciparum M17LAP inhibitors, primary screen, biochemical, fluorogenic H-Leu-NHMec substrate, 1536-well (AID 1619); recombinant M17LAP, H-Leu-NHMec fluorogenic kinetic assay; higher % means a stronger effect; inhibition, % at 30 µM, or IC50 in µM where a hit was titrated; 0.38% of 220,000 active;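 active means compound inhibiting the enzyme by more than half at any dose during confirmatory dose-response retesting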;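 further: plate controls were full reaction with DMSO carrier for no effect and no enzyme background for full effect; strong numbers were not always called active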
WT yeast gro inh mutant strain: recorded beside WT yeast gro inh, whose call it bears; inhibition, %; mitochondrial fusion phenotypic screen, mutant strain inhibition
Dynein cargo inh cytoplasmic EGFP: recorded beside Dynein cargo inh, whose call it bears; z-score; measured here: cytoplasmic GR-EGFP intensity; hits give high values
Dynein cargo inh nuclear GR-EGFP: second read-out of Dynein cargo inh, no call of its own (marks repeat the call); z-score; measured here: nuclear GR-EGFP intensity;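 lower value marks the stronger effect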
Dynein cargo inh cell count: also measured in Dynein cargo inh; calls as there; z-score; measured here: cell count per field
bCat nuc transl cell count 5 µM: further read-out of bCat nuc transl, marked with its call; cell count; measured here: cell count, cytotoxicity flag
T cell modulator vesicle-bound %: also measured in T cell modulator; calls as there; double positive events, %; measured here: CD8+ vesicle-bound cell fraction;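 binding gate set so that unloaded-vesicle control wells show 10% double positive cells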
MT stabilizer Hoechst-high %: second read-out of MT stabilizer, no call of its own (marks repeat the call); % Hoechst-high responders; measured here: nuclear condensation Hoechst responders;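 share of cells brighter than vehicle mean plus two SD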
MT stabilizer cytotoxicity %: recorded beside MT stabilizer, whose call it bears; toxicity, %; measured here: cytotoxicity by cell density;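 0% = mean cell density of plate MIN control wells and 100% = no cells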
Autophagy HCS cell loss 18 h: recorded beside Autophagy HCS, whose call it bears; toxicity, %; measured here: cell loss, nuclei count;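 cell loss after 18 h compound exposure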
* marks the source's active call; other numbers are inactive results; i = inactive; nt = not tested or not shown; + = active, no number.

SMILES	Yfh1-off respiration	WT yeast gro inh	WT yeast gro inh mutant strain	MT stabilizer	MT stabilizer Hoechst-high %	MT stabilizer cytotoxicity %	Autophagy HCS	Autophagy HCS cell loss 18 h	P. falciparum M1AAP	bCat nuc transl	bCat nuc transl cell count 5 µM	T cell modulator	T cell modulator vesicle-bound %	Dynein cargo inh	Dynein cargo inh cytoplasmic EGFP	Dynein cargo inh nuclear GR-EGFP	Dynein cargo inh cell count	M17LAP inhibition
O=C(CN1CCN(Cc2ccccc2)C1=O)NCc1cccs1	i	12	0	5.0	1.8	6.5	i	-12	3%	nt	nt	i	39	-0.32	-0.26	-0.18	0.47	16%
O=C(COc1ccccc1Br)NCc1ccccn1	i	-6	-7	1.9	2.5	6.7	i	-4	13%	nt	nt	i	22	-0.7	-0.068	-0.34	0.45	14%
COc1ccccc1N(Cc1cc(=O)[nH]c2ccccc12)C(=O)c1cccc([N+](=O)[O-])c1	i	nt	nt	nt	nt	nt	nt	nt	4%	0.9	1350	i	17	0.5	-0.21	0.41	0.14	-1%
O=c1c2ccccc2cnn1Cc1n[nH]c(=S)n1-c1ccccc1F	i	nt	nt	nt	nt	nt	nt	nt	7%	0.6	1295	i	19	0.61	-0.24	0.31	0.0033	3%
O=C(NCCC1=CCCCC1)c1ccc(Cl)c(S(=O)(=O)Nc2ccccc2)c1	i	35	15	4.1	1.5	6.9	i	10	3%	2.5	1017	i	18	-0.28	-0.22	-0.31	0.54	0%
Cc1c(Cl)cccc1N1C(=O)C2ON(c3ccccc3)C(c3cccnc3)C2C1=O (stereo unspecified)	i	-8	-16	3.7	2.7	3.7	i	4	-5%	2.1	1094	i	40	-0.42	-0.25	-0.23	0.8	0%
Cc1ccc(CNc2nc(N)c([N+](=O)[O-])c(Nc3ccc(F)cc3)n2)cc1	i	-1	-10	2.9	1.0	6.9	i	6	2%	1.6	1365	i	12	-0.0097	-0.22	-0.81	-0.45	7%
COc1ccc(S(=O)(=O)CCC(=O)Nc2cccc(OC)c2)cc1	i	-10	13	4.9	2.7	11	i	13	0%	-1.5	1078	i	60	0.93	-0.15	0.094	0.33	-11%
CCCCC1S/C(=N/N=C/c2ccco2)NC1=O (stereo unspecified)	i	-4	14	1.1	1.4	6.6	i	9	12%	-2.2	974	i	26	0.091	-0.27	0.075	-0.019	9%
O=C(Cn1cncn1)N/N=C/c1ccccc1Cl	i	nt	nt	nt	nt	nt	nt	nt	1%	0.1	1282	i	35	-0.53	-0.25	0.32	0.69	8%
O=C(Nc1ccccc1Cl)c1ccc(COc2ccc3c(c2)CCC3)cc1	i	-7	7	2.8	1.2	3.2	i	1	5%	-0.3	1118	i	32	-0.76	-0.25	-0.42	0.14	4%
CCN(CC)CCCNC(=O)c1c(O)c2c([nH]c1=O)CCCC2	i	-11	-5	2.8	1.6	3.5	i	4	5%	-1.7	879	i	30	-0.062	-0.14	0.54	0.55	-9%
CN(C(=O)COc1ccccc1)c1nnc(C23CC4CC(CC(C4)C2)C3)s1	i	8	-23	3.4	2.3	8.6	i	6	4%	-3.2	511	i	29	0.15	-0.23	1	-0.47	-3%
CCC(C)NC(=O)c1c(N)n(/N=C/c2cccnc2)c2nc3ccccc3nc12 (stereo unspecified)	i	14	13	2.7	1.1	22	i	2	-1%	-6.9	987	i	13	0.99	-0.4	-0.028	0.24	-4%
COc1ccccc1NC(=O)CSc1c2c(nc3ccccc13)CCC2	i	-2	6	3.0	3.2	10	i	1	0%	-0.8	1081	i	2	-0.09	-0.15	0.11	0.08	-11%
Cc1cccc(Cc2cnc(NC(=O)CN3C(=O)/C(=C/c4ccccc4)SC3=S)s2)c1	nt	5	9	2.5	1.6	4.6	i	-2	9%	nt	nt	i	21	-0.8	0.18	0.12	-1.6	5%
OCC1OC(n2nc3ccccc3n2)C(O)C(O)C1O (stereo unspecified)	i	-11	-12	3.0	2.9	5.6	i	-3	-1%	-2.8	868	i	14	-0.43	-0.16	0.028	0.21	-14%
CC(=O)NC1=NN(C(C)=O)C(C)(c2ccc3ccccc3c2)S1 (stereo unspecified)	i	-20	-19	3.6	4.7	3.6	i	-6	10%	nt	nt	i	51	-0.72	-0.31	-0.8	0.85	7%
O=c1[nH]c(CN2CCN(C/C=C/c3ccccc3)CC2)nc2ccccc12	i	-2	10	2.5	2.2	7.3	i	6	6%	nt	nt	i	49	-0.17	-0.19	-0.45	-0.12	8%
CCC1=C2CC[C@H]3C(=O)N(c4ccccc4)C(=O)[C@H]3[C@H]2[C@@]2(C)C(=NCC3CC3)OC(=O)N2C1=O	i	nt	nt	nt	nt	nt	nt	nt	4%	-1.6	1161	nt	nt	-0.65	-0.66	-0.27	-0.2	2%
Cn1c(-c2ccccc2)cc(=O)c2ccccc21	i	-12	-1	2.4	1.1	3.1	i	5	16%	-0.1	1064	i	34	-0.59	-0.28	0.2	-0.28	1%
CCOc1ccc(/C(C)=N/N2C(=O)C(CC(=O)Nc3ccc(OC)cc3[N+](=O)[O-])SC2=Nc2cccc(C)c2C)cc1 (stereo unspecified)	i	1	-10	2.9	2.1	5.7	i	-39	11%	3.4	475	i	43	-0.74	-0.13	0.42	-0.062	7%
COC(=O)Cn1ncc2c(C)n(Cc3ccccc3)c(C)c2c1=O	i	4	-8	5.7	3.4	6.1	nt	nt	-1%	-0.2	1075	i	33	-0.44	-0.29	-0.016	0.39	5%
Cc1ccc(NC(=O)Nc2cnccn2)cc1Cl	i	-8	-4	7.6	5.3	0.3	i	-4	0%	-1.0	1086	i	55	-0.36	-0.34	-0.36	0.95	0%
CCOC(=O)c1cc(CC)sc1NC(=O)COC	i	-6	-2	2.0	0.3	49	i	-1	0%	-0.1	1074	i	25	-0.15	-0.22	0.34	-0.47	0%
OCc1nc2ccc(Cl)cc2[nH]1	i	nt	nt	nt	nt	nt	nt	nt	0%	0.5	1283	i	64	0.34	-0.21	-0.24	0.84	7%
CN(C)C(=C(C#N)C#N)N1CCN(c2ccc(Cl)cc2)CC1	i	4	1	1.8	1.5	3.4	i	15	-1%	-0.9	1562	i	55	-1.4	-0.25	-0.6	1.1	2%
CC(C)c1onc(C(=O)NC2CCCC2)c1[N+](=O)[O-]	i	3	2	0.9	1.7	0.8	i	26	7%	0.5	1139	i	59	0.13	0.45	0.48	-0.042	-2%
NC(=O)[C@@H]1CCCCNc2c(I)cc([N+](=O)[O-])cc2C(=O)N[C@@H](CCC(=O)O)C(=O)N[C@@H](CO)C(=O)N1	i	3	-8	3.9	2.0	11	i	7	16%	1.5	581	i	34	0.24	-0.29	0.41	0.46	52%
CCOC(=O)C1C(=O)N(C(=O)c2cncc(Br)c2)CC1c1ccccc1 (stereo unspecified)	i	3	0	3.0	4.6	4.3	i	-2	-4%	-6.3	940	i	35	2.3	0.079	1.8	-1.2	1%
CCOc1[nH]n(-c2ccc(Cl)cc2)c(=O)c1C=NCc1cccnc1	i	16	27	7.8	1.2	6.3	i	9	8%	0.6	1036	i	61	-0.76	-0.37	-0.4	0.46	3%
O=C(CN(c1ccccc1)S(=O)(=O)c1ccccc1[N+](=O)[O-])NN=C1CCCCCCC1	i	6	-8	2.5	2.1	5.9	i	-11	4%	-0.2	1264	i	53	2.6	2.2	2.7	-2.7	-8%
Cc1cc(Cl)c(S(=O)(=O)NC(C(=O)O)c2ccccc2)cc1OCC(N)=O (stereo unspecified)	i	20	3	1.9	2.7	6.1	i	13	13%	0.6	1105	i	54	-0.47	-0.13	0.096	1.5	-146%
COc1ccccc1-c1cc(C(=O)Nc2cccnc2)no1	nt	2	7	24*	36*	61*	i	17	2%	70*	342*	i	17	-0.61	-0.17	-0.051	0.26	2%
Oc1cc(NCc2cccnc2)ccc1-c1nc2ccccc2o1	i	9	8	1.8	2.8	21	+	2.2*	19%	1.6	1016	i	36	-0.55	0.45	-0.24	0.72	-14%

Bioassay records from PubChem.
